# Screening results (PubChem)
# Dynein transport: blocks dynein driven cargo transport along microtubules. 3617.4 mouse cells, GR-EGFP nuclear translocation imaging; test concentration mostly 20 µM; stimulated with dexamethasone, 1 µM; hits give low values. z-score, hits read low. 0.47% of 220,000 active;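 active means plate z-score of nuclear minus cytoplasmic receptor signal below a set negative limit, without overly bright fluorescence or cell loss, cut at about -3.5 in these data, passing the limit was not always enough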;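 further: z-score of nuclear minus cytoplasmic ring GR-EGFP intensity difference per well; some compounds called inactive have numbers as strong as hits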
#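 Also added: dexamethasone, 1.0 µM final. Medium: tet-free, stripped-serum medium. Detection: fixed, Hoechst-stained cells imaged at 10x for EGFP. Read-out: nuclear-to-cytoplasmic GR-EGFP distribution per well. Times: induction 48 h, compound 1 h, agonist 30 min.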
# CSM14.1 death rescue: protection against thapsigargin-triggered cell killing – 384-well, CSM14.1, ATP luminescence, primary screen (AID 1222). 190,000 tested, under 10 active. CSM14.1 thapsigargin-induced death rescue, ATP luminescence; higher % means a stronger effect. cellular ATP content (survival), % at 20 µM; hits with a dose series show EC50 in µM;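 active means EC50 below 50 µM in the dose-response confirmation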;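 further: death triggered by thapsigargin at about 15 µM added after 2 h compound pretreatment; cell ATP read after overnight thapsigargin exposure of roughly 18 to 22 hours; normalized against plate controls of thapsigargin alone and 5% DMSO vehicle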
# T cell modulator: T cell immune modulation candidate. 2C CD8+ T cell-vesicle binding, flow cytometry; hits give low values. AID 2052. 0.068% of 330,000 active. calls only at 7 µM;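 active means response, share of CD8 T cells binding vesicles, and their 90th percentile fluorescence all below set limits, cut at about 80% in these data, passing the limit was not always enough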
#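 Assay system: 2C TCR transgenic mouse naive CD8+ T cells, MACS-purified | Read-out: CD8+ gate FL2 mean fluorescence as % of same-row positive control | Signal: High-throughput flow cytometry with anti-B7-1 and anti-CD8 staining | Timing: Binding step 1.5 h, 37 °C, antibody labelling 20 min, ice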
# bCat nuc transl: alters nuclear translocation of beta-catenin in HeLa cells; nuclear translocation activity, % at 5 µM; AID 1665; immunofluorescence imaging; 0.3% of 190,000 active;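 active means nuclear translocation activity above 50% at 5 µM, with a well cell count of 50 or more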;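 further: per-cell ratio of nuclear to cytoplasmic median beta-catenin stain intensity; plate controls were DMSO negative control for no effect and GSK-3 inhibitor IX positive control for full effect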
#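 Test system: HeLa cells, endogenous beta-catenin; Compound: single 5 µM dose plus 0.02–20 µM confirmation series; Times: compound exposure 24 h at 37°C; Signal: fluorescence imaging of beta-catenin antibody stain plus DAPI; Read-out: % activation, nuclear-to-cytoplasmic median beta-catenin signal ratio per cell.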
# Insulin prom up: MIN6 insulin promoter up-regulation. MIN6 insulin promoter-GFP reporter, high-content imaging; hits give high values. z-score at 5 µM. 0.3% of 190,000 active. AID 1625;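 active means z-score above 3 at 5 µM with at least 500 cells counted in the well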
# Lipid droplet: hepatic lipid droplet formation modulation; AML12 mouse hepatocytes, oleate lipid droplets, BODIPY imaging; inhibition, % at 6.5 µM; 0.4% of 240,000 active;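 active means lipid droplet intensity inhibited by at least 50%, with more than 500 cells counted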
#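 Assay system: AML12 hepatocytes (mouse); Probe or stimulus: oleic acid at 100 µM to induce lipid droplet formation; Dosing: compound at 6.5 µM only; Schedule: compound with oleate, overnight; Detection: fluorescence imaging, 20x objective, two fields per well; Measure: % inhibition of lipid droplet signal.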
# MT stabilizer: microtubule stabilization, imaging screen. HeLa tubulin immunostaining HCS, 24 h; share of cells brighter than vehicle mean+2SD. % tubulin-high responders, % at 10 µM. 0.83% of 200,000 active. AID 2205;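 active means plate Z-score above 3 for both tubulin-high and condensed-nucleus cell shares, with cell loss under 80%, at 10 µM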;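 further: anti alpha tubulin signal scored within the nucleus-defined area of each cell; some results filed as inactive read as strong as hits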
# Autophagy HCS: modulators of autophagy; MEF GFP-LC3 puncta imaging; test concentration mostly 10 µM; calls only at 10 µM (by protocol); 0.98% of 190,000 active; AID 463193;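 active means percentage of spot-positive cells more than 3 SD above its plate mean, without a fluorescence outlier flag or 80% toxicity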;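 further: spot-positive cell cutoff set from DMSO-treated cells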
# Salmonella PhoP GFP: inhibitors of PhoP regulon expression, primary screen, Salmonella Typhimurium, GFP reporter (AID 1863); 0.16% of 300,000 active; one-dose inhibition, % at 50 µM; IC50 in µM for titrated hits; S. Typhimurium PhoP-regulated promoter GFP reporter, 4 h; higher % means a stronger effect;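 active means inhibition over 29.93%, a cutoff 3 SD above the screen mean, later confirmed by dose response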;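 further: 0% = low Mg2+ inducing control and 100% = high Mg2+ repressing control; strong numbers were not always called active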
# Dynein transport cytoplasmic EGFP: second read-out of Dynein transport, no call of its own (marks repeat the call); z-score; measured here: cytoplasmic GR-EGFP intensity; hits give high values
# Dynein transport nuclear GR-EGFP: second read-out of Dynein transport, no call of its own (marks repeat the call); z-score; measured here: nuclear GR-EGFP intensity;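 lower value marks the stronger effect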
# Dynein transport cell count: recorded beside Dynein transport, whose call it bears; z-score; measured here: cell count per field
# Insulin prom up cell count: further read-out of Insulin prom up, marked with its call; cell count; measured here: cytotoxicity, nuclei count;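 total cells summed across four imaged fields per well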
# Lipid droplet cells 6.5 µM: also measured in Lipid droplet; calls as there; cell count; measured here: cell count, cytotoxicity flag;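 cells counted across two imaged fields per well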
# bCat nuc transl cell count 5 µM: also measured in bCat nuc transl; calls as there; cell count; measured here: cell count, cytotoxicity flag
# T cell modulator vesicle-bound %: also measured in T cell modulator; calls as there; double positive events, %; measured here: CD8+ vesicle-bound cell fraction;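 binding gate set so that unloaded-vesicle control wells show 10% double positive cells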
# MT stabilizer Hoechst-high %: also measured in MT stabilizer; calls as there; % Hoechst-high responders; measured here: nuclear condensation Hoechst responders;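 share of cells brighter than vehicle mean plus two SD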
# MT stabilizer cytotoxicity %: also measured in MT stabilizer; calls as there; toxicity, %; measured here: cytotoxicity by cell density;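 0% = mean cell density of plate MIN control wells and 100% = no cells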
# Autophagy HCS cell loss 18 h: further read-out of Autophagy HCS, marked with its call; toxicity, %; measured here: cell loss, nuclei count;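 cell loss after 18 h compound exposure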
# * hit, by the source's call; i = inactive; x = no result given. Random draw from the library; about 3% have a hit in one of these screens.
Structure	Dynein transport	Dynein transport cytoplasmic EGFP	Dynein transport nuclear GR-EGFP	Dynein transport cell count	CSM14.1 death rescue	T cell modulator	T cell modulator vesicle-bound %	bCat nuc transl	bCat nuc transl cell count 5 µM	Insulin prom up	Insulin prom up cell count	Lipid droplet	Lipid droplet cells 6.5 µM	MT stabilizer	MT stabilizer Hoechst-high %	MT stabilizer cytotoxicity %	Autophagy HCS	Autophagy HCS cell loss 18 h	Salmonella PhoP GFP
Cc1ccc2nc(-c3ccccn3)cc(C(=O)NC3CCN(C)CC3)c2c1	0.613	-0.0244	-0.263	-0.137	-3.6%	x	x	x	x	-0.25	1323	-2.9	723	4.7	2.2	7.3	i	-11.0	9.6%
O=C(CN(Cc1ccccc1)C(=O)c1cccc([N+](=O)[O-])c1)Nc1c(Cl)cc(Cl)cc1Cl	-0.485	-0.311	-0.494	0.58	-2.3%	i	9.9	-4.2	623	0.02	1478	15.7	641	0.7	5.1	4.2	i	1.7	-8.9%
CCC1(C)CC(c2nc(-c3ccc(OC)cc3)cs2)CCS1 (stereo unspecified)	-0.743	0.114	0.0172	0.485	-0.9%	i	34.6	x	x	-0.05	1519	-5.9	627	5.5	2.2	6.8	i	42.4	0.3%
CCOC(=O)c1cc2occc2n1CC(=O)Nc1ccc(OC)cc1OC	-0.288	-0.149	0.131	-0.455	-2.5%	i	31.6	-1.2	932	0.23	1172	x	x	3.2	3.4	3.7	i	-6.9	-3.4%
Cc1ccc(S(=O)(=O)N2CCN(S(=O)(=O)N3CCOCC3)CC2)c(C)c1	0.25	-0.241	0.188	0.15	-1.6%	i	28.0	x	x	-0.72	964	-8.6	759	1.0	1.2	2.7	i	-13.3	-3.1%
CCn1c(O)c(/C=N/n2cnnc2)sc1=S	-0.349	-0.182	0.127	-0.47	-0.8%	i	53.5	-0.1	947	0.39	1244	x	x	6.5	2.9	10.3	i	-1.1	0.5%
COCCN(CCOC)S(=O)(=O)c1ccc(OC)cc1	-0.132	-0.178	0.261	-0.333	-1.3%	i	37.6	0.4	1057	0.73	694	1.4	713	5.7	3.1	1.3	i	3.8	-15.2%
c1ccc(OCc2nn3c(-c4cccnc4)nnc3s2)cc1	0.408	-0.249	0.847	-0.139	-0.4%	i	46.0	-6.1	1040	0.24	827	x	x	2.8	1.0	2.4	i	13.2	3.0%
Cn1c(SCC2CCCO2)nnc1-c1ccc([N+](=O)[O-])cc1 (stereo unspecified)	0.133	-0.244	0.0134	-0.42	1.2%	i	6.4	0.2	1545	0.15	1187	11.1	696	2.9	2.3	12.7	i	-0.5	-6.8%
COC(=O)c1sc(NC(=O)c2c(OC)cccc2OC)c(C#N)c1C	0.304	-0.288	-0.0279	-0.692	-1.7%	i	4.5	0.6	1078	-0.25	1336	2.8	697	2.1	1.9	5.9	i	-0.8	-4.2%
c1ccc(COc2cccc(CNn3cnnc3)c2)cc1	1.17	-0.256	0.874	0.178	0.6%	i	53.6	-1.6	1132	-0.12	1294	-7.7	780	2.0	1.0	14.5	i	5.6	-4.6%
CC(=O)Nc1ccc(Nc2ccc(S(=O)(=O)C(F)(F)F)cc2[N+](=O)[O-])cc1	1.67	-0.00532	0.885	-1.39	-0.4%	i	25.4	-1.8	995	1.1	1555	4.0	545	8.2	1.3	7.5	i	-3.0	3.7%
COc1ccc(C2c3ccc4ccccc4c3Oc3ncn(Cc4ccco4)c(=N)c32)cc1OC (stereo unspecified)	-0.757	-0.199	-0.343	0.413	14.5%	i	47.2	16.3	858	-1.01	1410	11.3	605	9.6	5.4	40.4	i	10.3	19.1%
CNC(=O)N/N=C(\N)c1ccccn1	-0.647	-0.177	-0.271	0.667	x	i	10.6	-3.8	1150	-0.44	1476	-2.0	700	x	x	x	x	x	-8.2%
CCCn1c(C)cc(=O)c2cc(NC(=O)c3ccccn3)ccc21	-1.06	-0.293	-0.307	0.961	1.0%	i	29.4	0.9	911	-2.33	863	x	x	7.1	4.3	5.1	i	-16.6	-1.3%
COc1cc(OC)nc(NC(C)=O)n1	0.107	-0.332	0.188	-0.0326	-2.0%	i	12.6	0.4	1458	0.87	1428	x	x	4.5	1.9	10.1	i	-2.9	-2.7%
CC1=C(C#N)CCC(=O)N1Cc1c(C)cc(C)cc1C	-0.759	-0.214	-0.872	0.822	1.6%	i	58.1	x	x	x	x	x	x	1.0	1.4	8.9	i	-0.1	7.1%
Cc1ccc(Cn2cccc(NC(=O)CCC3CCCC3)c2=O)cc1	-1.18	-0.212	-0.219	0.29	x	i	50.9	-1.3	1287	0.02	1141	-1.0	704	x	x	x	x	x	-4.0%
CS(=O)(=O)N(CC(=O)NCc1ccccc1)Cc1ccc(Cl)cc1	1.31	-0.206	0.739	-0.232	-0.8%	i	27.4	x	x	-0.33	945	26.7	818	3.4	2.0	10.2	i	-6.6	5.6%
O=C(c1cc(-c2ccccn2)nc2ccc(Cl)cc12)N1CCN(CCc2ccccc2)CC1	-0.496	-0.00888	0.336	-0.00933	-0.1%	i	35.5	3.9	1508	-0.3	1465	x	x	5.1	4.1	7.5	i	4.8	-0.1%
COc1ccc(NC(=O)Nc2cccc(NC(C)=O)c2)c(OC)c1	0.645	-0.287	0.448	0.0625	-0.1%	i	48.2	2.6	993	-0.01	1345	-1.7	608	3.6	1.2	1.5	i	-15.3	-5.9%
O=S(=O)(ON(c1ccccc1)S(=O)(=O)c1ccccc1)c1ccccc1	-0.808	-0.3	-0.809	1.05	1.7%	i	37.2	-1.5	555	0.19	1083	-23.8	639	3.8	4.7	0.7	i	-5.5	4.2%
CCCNC(=O)c1csc2c1CCCCC2	1.05	-0.0479	0.651	-0.315	5.0%	i	25.4	3.1	1098	-0.63	946	15.5	802	0.7	1.0	5.7	i	-2.3	4.3%
C/C(N)=N\S(=O)(=O)c1ccc(Cl)cc1	-0.401	-0.268	-0.00362	0.212	-1.8%	i	38.3	-0.7	1368	0.29	1487	x	x	4.9	2.1	3.9	i	-32.4	0.5%
CC(C)(C)c1ccc(C(=O)NC(=S)Nc2nc3c(s2)CCCC3)cc1	1.96	-0.145	1.72	-1.77	0.3%	i	13.5	x	x	0.64	1367	1.9	622	4.1	3.3	9.8	i	-1.2	-14.3%

# Taken from the results shown (8 entries):
Structure	Dynein transport	Dynein transport cytoplasmic EGFP	Dynein transport nuclear GR-EGFP	Dynein transport cell count	CSM14.1 death rescue	T cell modulator	T cell modulator vesicle-bound %	bCat nuc transl	bCat nuc transl cell count 5 µM	Insulin prom up	Insulin prom up cell count	Lipid droplet	Lipid droplet cells 6.5 µM	MT stabilizer	MT stabilizer Hoechst-high %	MT stabilizer cytotoxicity %	Autophagy HCS	Autophagy HCS cell loss 18 h	Salmonella PhoP GFP
Cc1ccc(Cn2cccc(NC(=O)CCC3CCCC3)c2=O)cc1	-1.18	-0.212	-0.219	0.29	x	i	50.9	-1.3	1287	0.02	1141	-1.0	704	x	x	x	x	x	-4.0%
CS(=O)(=O)N(CC(=O)NCc1ccccc1)Cc1ccc(Cl)cc1	1.31	-0.206	0.739	-0.232	-0.8%	i	27.4	x	x	-0.33	945	26.7	818	3.4	2.0	10.2	i	-6.6	5.6%
O=C(c1cc(-c2ccccn2)nc2ccc(Cl)cc12)N1CCN(CCc2ccccc2)CC1	-0.496	-0.00888	0.336	-0.00933	-0.1%	i	35.5	3.9	1508	-0.3	1465	x	x	5.1	4.1	7.5	i	4.8	-0.1%
COc1ccc(NC(=O)Nc2cccc(NC(C)=O)c2)c(OC)c1	0.645	-0.287	0.448	0.0625	-0.1%	i	48.2	2.6	993	-0.01	1345	-1.7	608	3.6	1.2	1.5	i	-15.3	-5.9%
O=S(=O)(ON(c1ccccc1)S(=O)(=O)c1ccccc1)c1ccccc1	-0.808	-0.3	-0.809	1.05	1.7%	i	37.2	-1.5	555	0.19	1083	-23.8	639	3.8	4.7	0.7	i	-5.5	4.2%
CCCNC(=O)c1csc2c1CCCCC2	1.05	-0.0479	0.651	-0.315	5.0%	i	25.4	3.1	1098	-0.63	946	15.5	802	0.7	1.0	5.7	i	-2.3	4.3%
C/C(N)=N\S(=O)(=O)c1ccc(Cl)cc1	-0.401	-0.268	-0.00362	0.212	-1.8%	i	38.3	-0.7	1368	0.29	1487	x	x	4.9	2.1	3.9	i	-32.4	0.5%
CC(C)(C)c1ccc(C(=O)NC(=S)Nc2nc3c(s2)CCCC3)cc1	1.96	-0.145	1.72	-1.77	0.3%	i	13.5	x	x	0.64	1367	1.9	622	4.1	3.3	9.8	i	-1.2	-14.3%
